# Source: PubChem (Emory University Molecular Libraries Screening Center)
# PGE2 EP2 inh: human EP2 receptor antagonists, primary screen, TR-FRET cAMP, C6 glioma cells; Prostaglandin E2 receptor EP2 subtype (Homo sapiens), P43116; C6 glioma cells expressing human EP2; cells stimulated with saturating PGE2; inhibition, % at 25 µM; 0.52% of 260,000 active;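 active = percent inhibition above 40 after rounding to a whole number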;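 also: rat C6 glioma host cells with rolipram phosphodiesterase inhibitor present; the protocol text gives 20 µM as final concentration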
# Target sequence (P43116 whole entry, looked up): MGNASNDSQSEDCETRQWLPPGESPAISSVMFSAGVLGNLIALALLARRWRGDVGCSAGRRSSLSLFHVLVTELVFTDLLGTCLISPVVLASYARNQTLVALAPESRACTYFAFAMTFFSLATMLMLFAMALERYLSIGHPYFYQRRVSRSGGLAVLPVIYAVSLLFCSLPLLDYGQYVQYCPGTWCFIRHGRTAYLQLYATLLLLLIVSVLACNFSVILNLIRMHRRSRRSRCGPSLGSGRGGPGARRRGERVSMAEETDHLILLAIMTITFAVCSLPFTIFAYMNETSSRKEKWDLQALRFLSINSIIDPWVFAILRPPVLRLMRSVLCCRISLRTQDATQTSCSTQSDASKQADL
# EP2 mod: EP2 receptor modulators, cAMP readout, primary screen, cell-based, HTRF cAMP, PGE2 stimulation. EP2-expressing cells, cAMP HTRF FRET, PGE2 co-stimulation. induction, % at 25 µM. 0.83% of 260,000 active. AID 940, 2007;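 active = compounds whose cAMP rise, as percent of the full-agonist control response, exceeds 60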;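 also: rat C6 glioma line stably carrying human EP2 under a CMV promoter; the protocol text gives 20 µM as final concentration; 100% = response of wells given 1 µM PGE2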
# Numbers without * were called inactive.
SMILES,PGE2 EP2 inh,EP2 mod
C=CCn1c(N2CCC(C(=O)NCCCOC)CC2)nc2ccccc21,5,-35
Cc1cc2n(n1)C(c1ccccc1F)Nc1ccccc1-2 (configuration not stated),17,60
COc1ccc2cc(-c3nc4cccc(C)n4c3NC3CCCC3)c(=O)[nH]c2c1,12,-20
Cc1cc(C)c2cc(C(c3nnnn3C3CCCCC3)N3CCCCC3)c(=O)[nH]c2c1 (configuration not stated),11,22
Cc1ccc(NC(=S)N2C3CCCC2CC(NC(=O)C2CC2)C3)cc1C (configuration not stated),11,-44
CCOC(=O)CCSc1nc2c(c(=O)n(C)c(=O)n2C)n1CC,5,-36
O=C(c1cccc(Cl)c1)N1CCNCC1,4,0
Nc1cc(N)nc(SCC(=O)O)n1,7,3
CCOc1ccc2[nH]c(=O)c(CN(CC(C)O)C(=S)Nc3cccc(Cl)c3)cc2c1 (configuration not stated),21,-52
CCN1CCN(C(=O)c2cc(-c3ccc(Cl)cc3Cl)on2)CC1,13,-13
CC1(C)CC(N(Cc2ccccc2)Cc2ncc[nH]2)CC(C)(C)N1,11,-1
CCc1ncc(CN2CCC(O)(c3ccccc3C)CC2)cn1,3,-15
CCN1CCCC1CN(Cc1ccccn1)CC(C)(C)CN1CCOCC1 (configuration not stated),6,-46
Cc1ccc(-c2nc3ncccc3o2)cc1NC(=O)c1ccc2c(c1)OCO2,8,-20
COc1ccc(C(c2nnnn2Cc2ccc(F)cc2)N2CCN(C3CCCC3)CC2)c(OC)c1 (configuration not stated),11,-18
c1cncc(CSc2ncnc3nc[nH]c23)c1,13,10
CCc1ccc(NC(=O)CSc2nnc(-c3ccco3)n2CCOC)cc1,13,-3
CC(C)C(=O)Nc1cccc(NC(=O)Cn2c(=O)sc3ccccc32)c1,7,-16
CCC(c1nnnn1Cc1ccco1)N(CCc1ccccc1)Cc1cc2c(C)ccc(C)c2[nH]c1=O (configuration not stated),13,14
COc1ccc(CCNC(=O)c2c(O)c3cc(OC)c(OC)cc3[nH]c2=O)cc1,9,16
CC(=O)c1ccc(NC(=O)C(C)Sc2nnc(-c3ccco3)c(-c3ccco3)n2)cc1 (configuration not stated),14,-3
O=C(CSc1ncccc1-c1nc2ccccc2[nH]1)Nc1ccc(F)c(Cl)c1,12,-76
CCC(c1nnnn1C1CCCCC1)N(Cc1cc2ccc(OC)cc2[nH]c1=O)C1CCCC1 (configuration not stated),9,34
CC1CC(C)CN(C(=O)C(C)N2C(=O)C3CCCCN3C(=O)c3ccccc32)C1 (configuration not stated),12,12
Cn1ccnc1C(NC(=O)c1cccnc1)c1ccc(F)c(F)c1 (configuration not stated),3,-15
Cc1sc(NC(=O)CSc2ncnc3sc(C)c(C)c23)c(C#N)c1C,4,-17
CCOc1ccc(NCc2ccc(O)c3ncccc23)cc1,8,-11
Cc1cc(NC(=O)CSc2ncnc3sc4c(c23)CCC(C)C4)no1 (configuration not stated),7,-6
CC1(C2CCC3C4CCC5CC6(CCC5(C)C4C(O)CC32C)OCCO6)OCCO1 (configuration not stated),5,8
Cc1ccc(C(C(=O)NC2CCCCC2)N(Cc2cccs2)C(=O)c2ccco2)cc1 (configuration not stated),15,50
COc1cccc(O)c1O,31,-33
Cc1cc(C)c2[nH]c(=O)c(CN(CCCO)C(=O)c3ccccc3C)cc2c1,9,-28
COc1ccc(-c2cc(C(F)(F)F)nc(SCC(=O)Nc3cccc(C)c3C)n2)cc1OC,18,13
CC1CC(C)CN(C(=O)Cn2c(SCC(=O)Nc3ccccc3)nc3ccccc32)C1 (configuration not stated),12,24
CC(C)c1ccc(OCC(=O)Nc2nc3ccc(S(C)(=O)=O)cc3s2)cc1,7,7
COc1ccc(S(=O)(=O)N2CCCC(C(=O)Nc3cc(C)ccc3OC)C2)cc1 (configuration not stated),11,-48
COc1ccccc1NC(=O)N(CCCO)Cc1cc2cc(C)c(C)cc2[nH]c1=O,6,-28
C[C@H](Cn1nnc2ccccc21)NC(=O)CCn1cnc2ccccc21,7,-5
COc1ccc(NC(=O)c2cc(-c3ccc(Cl)cc3Cl)on2)cc1OC,6,-25
Cc1ccnc(N2CCCC(C(=O)Nc3ccc(C)c(F)c3)C2)n1 (configuration not stated),8,-49
COc1ccc(CN(Cc2nc3ccccc3[nH]2)CC2CCCO2)c(OC)c1 (configuration not stated),6,-12
Cc1ccc(C2(O)CC3CCC(C2)N3C(=O)c2ccncc2)cc1 (configuration not stated),10,-37
CCc1cc2cc3c(cc2nc1SCC(=O)c1ccc2c(c1)OCCO2)OCCO3,5,-29
CC(=O)N1c2ccc(NC(=O)c3nc(-c4ccc(F)cc4)oc3C)cc2CC1C (configuration not stated),10,-52
CC(C)C(=O)Cc1ccc2ccccc2n1,9,4
Cc1ccc(-c2nnn(CC(=O)N(c3ccccc3C)C(C(=O)NC(C)(C)C)c3ccc(C)o3)n2)o1 (configuration not stated),12,46
CCOc1ccc2[nH]c(=O)c(CN(CCCO)C(=O)c3cccs3)cc2c1,7,-28
O=C(c1ccc(Cl)cc1)C1CCN(CC(=O)N2CCOCC2)CC1,9,-4
Cc1cc(C)c2c(c1)-c1cc(C)nn1C(c1ccccc1O)N2 (configuration not stated),7,48
Cc1nn(C)cc1S(=O)(=O)Nc1ccc2c(c1)oc(=O)n2C,6,-41
Cn1c(=O)c2c(nc(Cc3ccccc3)n2CC(=O)O)n(C)c1=O,9,18
COCCCN1C(=O)C(O)=C(C(C)=O)C1c1ccc(OC)c(OC)c1 (configuration not stated),6,6
CC1=C(C(=O)OCc2ccccc2)C(c2ccc3c(c2)OCO3)C2=C(CC(C)(C)CC2=O)N1 (configuration not stated),9,-45
Cc1ccc2[nH]c(=O)c(CN(Cc3nnnn3Cc3ccccc3)CC3CCCO3)cc2c1 (configuration not stated),15,-13
Cc1ccc(CCC(=O)O)o1,4,13
Cc1[nH]c(C)c(Cl)c(=O)c1Cl,12,7
COc1cc(/C=C(\C#N)C(=O)c2ccc(O)c(O)c2)cc(I)c1O,17,-3
CCc1c(O)nc(SCC(=O)NC(C)(C)C)[nH]c1=O,8,-1
Cc1ccc2c(-c3csc(N)n3)c(C)[nH]c2c1,6,-79
CCc1nn(CC(=O)NCc2ccc(OC)cc2)c(=O)c2cc3occc3n12,3,-45

# Compound profiles, as listed above. Values in the order: PGE2 EP2 inh | EP2 mod
# Record of `Cc1ccc(-c2nnn(CC(=O)N(c3ccccc3C)C(C(=O)NC(C)(C)C)c3ccc(C)o3)n2)o1` (configuration not stated) → 12 | 46
# Record of `CC(C)C(=O)Cc1ccc2ccccc2n1` → 9 | 4

# More records follow:
SMILES,PGE2 EP2 inh,EP2 mod
CCOc1ccc(N2CC(C(=O)Nc3ccccc3)CC2=O)cc1 (configuration not stated),18,1
COc1ccc(S(=O)(=O)N(Cc2cc3cc(C)ccc3[nH]c2=O)CC2COCCO2)cc1 (configuration not stated),8,-8
O=C(O)CS(=O)c1ccc2c3c(cccc13)C(=O)c1ccccc1-2 (configuration not stated),14,0
CC(C)c1[nH]nc2c1C(c1ccccc1Cl)C(C#N)=C(N)O2 (configuration not stated),19,14
Cc1nc2c(c(=O)[nH]1)CN(Cc1c(C)oc3ccccc13)CC2,6,-41
CN(C)S(=O)(=O)N1CCC(Cn2nc(-c3ccccc3)ccc2=O)CC1,9,-60
COc1ccccc1NC(=O)CN1C(=O)C(C)(C)Oc2ccc(C(=O)NC3CCCC3)cc21,8,31
Cc1cc(C(F)(F)F)nc(SCCNC(=O)c2ccccc2F)n1,6,6
CC1C(c2ccc(F)cc2)=NOC1C(=O)N(C)C1CCN(C(C)C)CC1 (configuration not stated),7,-46
Clc1ccc(CNCc2c(Cl)nc3ccccc3c2N2CCOCC2)cc1,3,-33
CCOc1cc(/C=C/c2nc(O)c([N+](=O)[O-])c(=O)[nH]2)ccc1OCc1cccc(C)c1,8,27
Cc1ccc(C2C(C(=O)c3ccco3)=C(O)C(=O)N2CC2CCCO2)cc1 (configuration not stated),17,34
COc1ccccc1C1(NC(=O)c2ccc(OC3CSC3)cc2)CCCC1,6,-106
Cn1c(=O)sc2cc(S(=O)(=O)NC3CC3c3ccccc3)ccc21 (configuration not stated),13,-120
O=C(Nc1ccc2ncccc2c1)c1cccs1,8,-18
CCc1cccc(C)c1NC(=O)CSc1nnc(-c2cccnc2)n1CC,9,-19
O=C(O)CNC(=O)CN1C(=O)NC2NC(=O)NC21 (configuration not stated),18,2
CCOCCCn1c(SCC(=O)Nc2ccc(C(C)=O)cc2)nc2ccccc2c1=O,18,-5
CC(=O)Nc1cccc(-c2csc(Nc3cccc(O)c3)n2)c1,8,-112
Cc1ccccc1N(CC(=O)NC1CCCCC1)C(=O)CCC(=O)Nc1nccs1,13,12
Cc1cc(OCC(=O)Nc2sc3c(c2C(N)=O)CCC3)ccc1Cl,6,-27
COc1ccc(S(=O)(=O)N(Cc2cc3cc4c(cc3[nH]c2=O)OCCO4)C2CCCC2)cc1,8,-1
COc1cccc2cc(C(=O)N(Cc3ccc(F)cc3)Cc3ccco3)c(=O)oc12,5,-30
COc1cccc(/C(O)=C2/C(=O)C(=O)N(CCN3CCOCC3)C2c2ccc(C)o2)c1 (configuration not stated),9,20
Cc1ccc(C(=O)Nc2ccc(S(=O)(=O)Nc3ncccn3)cc2)cc1C,7,-19
CC(=O)NC1=NN(C(C)=O)C2(S1)C(=O)N(CCc1ccccc1)c1ccc(C)cc12 (configuration not stated),7,-28
O=C(NCCN1CCOCC1)C(=O)NCCN1CCOCC1,11,-30
CCc1ccc(OCc2nnc(SCC(=O)OC(C)C)o2)cc1,4,14
O=C(Nn1c(C2CCCCC2)nc2ccccc2c1=O)c1cccc(F)c1,10,21
Cc1nc2ccccn2c1-c1csc(NC(=O)c2cccnc2)n1,8,19
CCOC(=O)C1CCN(C(c2cc3cccc(C)c3[nH]c2=O)c2nnnn2Cc2ccccc2)CC1 (configuration not stated),23,9
NC(=O)COc1cc(O)c2c(=O)cc(-c3ccccc3)oc2c1,7,-43
COc1ccc(C(C(=O)NC2CCCC2)N(Cc2ccc3c(c2)OCO3)C(=O)c2ccco2)cc1 (configuration not stated),13,20
Cc1ccnc(NCC(O)COc2ccccc2)c1 (configuration not stated),8,-13
Cc1cc(C(F)F)n2ncc(C(=O)NCc3ccc(Cl)cc3Cl)c2n1,6,13
O=C(NCCCO)C(=O)Nc1nccs1,11,-5
COc1ccccc1CN(CCCn1ccnc1)Cc1ccc2ccccc2n1,6,-16
CC(C)C1C2CN(Cc3ccccc3)CC=C2C(C#N)=C(N)C1(C#N)C#N (configuration not stated),16,-45
Cc1cc2c(cc(C(=O)OC(C)C(=O)NCc3ccc4c(c3)OCO4)n2C)s1 (configuration not stated),8,-7
O=C(CN1CCN(c2nc(-c3ccc(F)cc3)cs2)CC1)N1CCOCC1,5,-37
Cc1nc(N=Nc2ccc(S(=O)(=O)O)cc2S(=O)(=O)O)c(COP(=O)(O)O)c(C=O)c1O,14,13
Cc1ccc2cc(C#N)c(SCC(=O)NCCc3ccccc3)nc2c1C,13,10
COc1ccc(NC(=O)CSc2nnnn2-c2ccc(F)cc2)cc1,9,-28
Cn1c(=O)c2[nH]c(CS(=O)(=O)Cc3nc4c([nH]3)c(=O)n(C)c(=O)n4C)nc2n(C)c1=O,50*,34
N#CCCn1cc(C#N)c(-c2ccccc2)n1,6,-21
C=CCOC(=O)C1=C(C)N=c2s/c(=C\c3ccc(C)o3)c(=O)n2C1c1ccc(OC)c(OC)c1 (configuration not stated),17,19
CCCc1nnc(SCC(=O)N2c3ccccc3CC2C)n1CC (configuration not stated),6,-10

# A different layout for some results above:
# Every second line gives: PGE2 EP2 inh | EP2 mod
> Cc1cc2n(n1)C(c1ccccc1F)Nc1ccccc1-2 (configuration not stated)
    17 | 60
> COc1ccc2cc(-c3nc4cccc(C)n4c3NC3CCCC3)c(=O)[nH]c2c1
    12 | -20
> Cc1cc(C)c2cc(C(c3nnnn3C3CCCCC3)N3CCCCC3)c(=O)[nH]c2c1 (configuration not stated)
    11 | 22
> Cc1ccc(NC(=S)N2C3CCCC2CC(NC(=O)C2CC2)C3)cc1C (configuration not stated)
    11 | -44
> CCOC(=O)CCSc1nc2c(c(=O)n(C)c(=O)n2C)n1CC
    5 | -36
> O=C(c1cccc(Cl)c1)N1CCNCC1
    4 | 0
> Nc1cc(N)nc(SCC(=O)O)n1
    7 | 3

# Arranged by molar mass (lowest first): some entries from above.
SMILES,PGE2 EP2 inh,EP2 mod
N#CCCn1cc(C#N)c(-c2ccccc2)n1,6,-21
COc1ccc(NC(=O)CSc2nnnn2-c2ccc(F)cc2)cc1,9,-28
Cc1ccc2cc(C#N)c(SCC(=O)NCCc3ccccc3)nc2c1C,13,10
Cn1c(=O)c2[nH]c(CS(=O)(=O)Cc3nc4c([nH]3)c(=O)n(C)c(=O)n4C)nc2n(C)c1=O,50*,34
C=CCOC(=O)C1=C(C)N=c2s/c(=C\c3ccc(C)o3)c(=O)n2C1c1ccc(OC)c(OC)c1 (configuration not stated),17,19
Cc1nc(N=Nc2ccc(S(=O)(=O)O)cc2S(=O)(=O)O)c(COP(=O)(O)O)c(C=O)c1O,14,13

# An excerpt; count on the stated rates, not on these rows.
